# PfHsp40 rescue = compounds rescuing yeast from Plasmodium falciparum HSP40 toxicity; actives 0.68% (n = 340,000); S. cerevisiae expressing PfHsp40, growth rescue, ATP luminescence; growth rescue, % at 12.5 µM; in the data active = growth rescue above about 28%, passing the limit was not always enough; inconclusive = no clear call, values can overlap the other calls;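 also: yeast W303a lacking pdr1 and pdr3 grown in galactose medium; growth measured after three days at 30 °C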
# FadD28 binding = blocks FadD28 binding to the bisubstrate probe; actives 0.22% (n = 360,000); fluorescence polarization; inhibition, % at 12.5 µM; in the data active = inhibition above about 8.5%, passing the limit was not always enough; inconclusive = no clear call, values can overlap the other calls
# Anthrax LF prot = blocks Bacillus anthracis lethal factor protease; AID 588501; inhibition, % at 10 µM; actives 0.12% (n = 360,000); multiplex microsphere protease cleavage assay, LF; also: plate controls were buffer without enzyme for full effect and enzyme alone for no effect
# TcdB GH inh = inhibitors of Clostridioides difficile toxin B glycohydrolase; inhibition, % at 9.99 µM; actives 0.24% (n = 350,000); TcdB glycohydrolase enzymatic assay, plate reader; in the data active = inhibition above about 10%
# BoNT F protease = BoNT F light chain protease inhibition; Multiplex microsphere protease cleavage assay, flow cytometry; inhibition, % at 10 µM; actives 0.22% (n = 360,000); AID 588497; in the data active = inhibition above about 35%, passing the limit was not always enough; inconclusive = no clear call, values can overlap the other calls; also: plate controls were buffer without enzyme for full effect and enzyme alone for no effect
# CCHF vOTU inh = CCHFV vOTU protease inhibition | Pep-AMC fluorescence | inhibition, % at 11.5 µM | actives 0.55% (n = 370,000); in the data active = inhibition above about 30%; also: 0% = vehicle wells with enzyme and 100% = no enzyme wells
# BoNT-A LC inh2 = BoNT A light chain protease inhibition. multiplex microsphere protease substrate cleavage, flow cytometry. inhibition, % at 10 µM. actives 0.17% (n = 360,000). AID 588499; also: plate controls were buffer without enzyme for full effect and enzyme alone for no effect
# PrPC surface inh = inhibitors of human cell surface prion protein PrPC; AID 720596; P04156; TR-FRET read-out; actives 0.43% (n = 370,000); inhibition, % at 13.8 µM; in the data active = inhibition above about 24%; also: 0% = median of the test wells and 100% = reference compound wells
# Yp Topo-I inh = Y. pestis Topo-I inhibition via cleavage products; Y. pestis Topo-I cleavage product accumulation, plate reader; activity, % at 10 µM; actives 0.064% (n = 360,000); AID 504884; in the data active = activity above about 50%, passing the limit was not always enough; inconclusive = no clear call, values can overlap the other calls; also: inactives centre near 2
# Active calls of the source: *; u = inconclusive; x = not tested or not shown; & = joins results of further samples. Rule as the data show it, unless noted: active = inhibition above about 30%; inconclusive = no clear call, values can overlap the other calls; inactive = below that.
mol	PfHsp40 rescue	FadD28 binding	Anthrax LF prot	TcdB GH inh	BoNT F protease	CCHF vOTU inh	BoNT-A LC inh2	PrPC surface inh	Yp Topo-I inh
CC(C)(C)C1=C(C#N)C(c2ccc3c(c2)OCO3)C(C#N)=C(N)O1 (configuration not stated)	-0.6	-5.8	-1	x	0	11	0.6	-2	-1
CCCOP(=O)(c1ccc(N(C)C)cc1)C(O)c1ccc(Cl)cc1Cl (configuration not stated)	-0.7	1.4	-9	0.8	3	15	-3.9	-6	16
C=CCNCC#CCOc1ccc(OC)cc1	7.4	-1.8	-2	x	5	-1	3.2	-4	3
O=C(NCCCN=C1NS(=O)(=O)c2ccccc21)c1ccc(S(=O)(=O)N2CCOCC2)cc1	4.5	-1.4	-2	0.8	1	x	-0.3	x	5
CCn1cnc2c1c(=O)n(CC(=O)Nc1ccc3c(c1)OC(F)(F)O3)c(=O)n2Cc1ccccc1	-0.7	-2.1	0	x	-4	11	0.4	-4	-4
O=C(N/N=C/c1ccsc1)C1CC1	-0.8	-1.9	-1	0.9	1	-4	0.3	1	5
OC[C@@H]1CN(Cc2ccc3c(c2)OCO3)C[C@H](n2cnc3c(N4CCCC4)ncnc32)O1	x	-1.2	14	1.7	8	16	0.1	11	2
Cc1ccc2nsnc2c1S(=O)(=O)N1CCN(C(=O)C2CCCO2)CC1 (configuration not stated)	1.3	-0.7	-2	x	7	19	0.2	-34	0
COC(C[C@H]1O[C@@H]1C(=O)[C@H](C)OCc1ccccc1)OC	-0.2	-3.3	-2	0.8	-6	-1	0.2	-3	3
COc1ccc(N=Cc2sc(O)c3ccccc23)cc1	0.4	-2.0	-1	x	-1	7	-0.4	4	-18
CNc1nc2cccnc2s1	-1.3	0.3	-14	1.3	u	-7	u	11	6
O=c1[nH]c(CN2CCN(S(=O)(=O)/C=C/c3ccccc3)CC2)nc2cc(Cl)ccc12	97*	-1.7	-5	0.9	-6	-2	-0.1	-2	6
Cc1cc(C)nc(SCc2nnc(SCC(=O)Nc3cc(C(F)(F)F)ccc3Cl)o2)n1	-0.4	-0.1	-2	x	-6	-11	-1.2	9	-4
CS(=O)(=O)c1nc(-c2ccccc2)cc(-c2ccccc2)c1C#N	-0.8	-3.5	-2	x	-2	x	-0.4	x	23
COCCOC(=O)C1=C(C)NC2=C(C(=O)CC(C)(C)C2)C1c1cc2c(cc1Br)OCO2 (configuration not stated)	1.6	-4.0	6	x	-8	17	1.4	2	8
CC(C)c1nnc(NC(=O)c2ccc(N3C(=O)CCC3=O)cc2)s1	0.5	-0.7	-1	0.9	-11	0	0.0	-2	-2
COc1cccc(-c2ccc(-c3noc(-c4cccs4)n3)c(OC)n2)c1	-0.4	-2.1	1	x	5	14	0.0	2	7
Cc1cc(NC(=O)CSc2nnc(C3CC3)n2Cc2ccccc2)no1	-0.7	-2.1	-8	x	-9	4	0.1	1	-3
C#CCNc1cc(C)nc2ncnn12	-0.1	-0.6	0	x	-5	6	u	-5	1
O=C(CCC(=O)OCC(=O)c1ccc(Br)cc1)Nc1ccc(Br)c2cccnc12	1.2	-2.1	-8	x	3	-8	2.7	5	2
CCCCOCCCNC(=O)C[C@@H]1C[C@@]2(C(=O)OCC)CCCC=C2N(Cc2ccc(Cl)cc2Cl)C1=O	x	x	-17	0.7	-8	25	-2.3	1	x
O=C(COc1ncnc2ccccc12)Nc1cc(S(=O)(=O)N2CCOCC2)ccc1Cl	-1.3	-1.3	0	1.4	6	-1	0.1	-5	4
CC1Cc2ccccc2N1C(=O)CSc1ncccn1 (configuration not stated)	0.3	-0.6	7	2.1	6	0	-1.7	-6	4
CC(C)(C)c1ccc(C(=O)NCCCNC(=O)c2ccccn2)cc1	-1.5	-3.3	-6	0.6	-29	5	-3.3	-7	3
CC(=NNC(=S)Nc1ccccc1)c1ccccn1	x	-2.4	12	-11	11	1	2.6	24	1
Clc1ccccc1C1CC(c2ccccc2)=Nc2ccccc2N1 (configuration not stated)	0.6	-3.5	-7	2.2	u	2	u	-6	7
COc1ccc(/C(C)=N\NC(=O)CNC(=O)C(c2ccccc2)c2ccccc2)cc1OC	-0.6	0.4	-2	0.8	1	7	0.8	-7	10
O=C(CN(Cc1cccs1)C(=O)c1csnn1)NC1CCCC1	0.2	-4.4	3	x	-5	-27	-0.7	-3	-3
CC(C)OC(=O)C1C2c3ccccc3C(c3ccccc32)C1C(=O)O (configuration not stated)	1.1	-0.8	0	0.7	-2	9	0.5	-1	2
CC(O)(CS(=O)(=O)Cc1ccccc1)C(=O)Nc1cccc(C(F)(F)F)c1 (configuration not stated)	-0.4	-3.4	0	2.4	1	-9	0.7	5	4

# Taken from above.
# CCCCOCCCNC(=O)C[C@@H]1C[C@@]2(C(=O)OCC)CCCC=C2N(Cc2ccc(Cl)cc2Cl)C1=O | TcdB GH inh = 0.7
# Clc1ccccc1C1CC(c2ccccc2)=Nc2ccccc2N1 (configuration not stated) | Yp Topo-I inh = 7
# CC(=NNC(=S)Nc1ccccc1)c1ccccn1 | BoNT F protease = 11

# Remaining list, next part.
mol	PfHsp40 rescue	FadD28 binding	Anthrax LF prot	TcdB GH inh	BoNT F protease	CCHF vOTU inh	BoNT-A LC inh2	PrPC surface inh	Yp Topo-I inh
COc1ccc(CCN2CC(C(=O)N(C)Cc3ccc(C)o3)CCC2=O)cc1 (configuration not stated)	0.1	-1.2	-2	-1.3	-3	8	0.1	-2	13
O=C(COC(=O)c1cnccn1)c1ccc2ccccc2c1	0.2	-2.0	-8	x	-12	-6	-0.2	-5	-2
NC(=O)c1ccsc1NC(=O)COC(=O)C1=NNC(=O)CC1	-0.6	-0.7	-7	1.1	-8	-2	-0.6	-8	6
COc1cccc(S(=O)(=O)N(C)C[C@H]2Oc3ncc(Br)cc3C(=O)N([C@H](C)CO)C[C@H]2C)c1	x	-3.5	-4	0.4&1.4	2	-4	0.0	0	-1
O=C(Cc1ccc2c(c1)OCCO2)Nc1cc(Cl)ccc1N1CCOCC1	-0.3	0.5	-3	4.1	-9	8	2.6	1	2
Cc1ccc(N=Cc2c(C)[nH]n(-c3ccccc3)c2=O)nc1	3.7	0.4	1	0.8	-10	-10	0.0	7	0
O=C(c1cc(S(=O)(=O)N2CCOCC2)c(Cl)cc1Cl)N1CCN(S(=O)(=O)c2cccc(F)c2)CC1	18	-3.7	-8	7.4	-2	4	-0.5	-9	30
Cc1cc(C(=O)NC(=S)Nc2cccc(NC(=O)C(C)C)c2)ccc1[N+](=O)[O-]	2.1	-1.8	-1	0.3	-6	5	-0.9	1	4
CCN1CCCC1CNC(=O)c1ccccc1Cl (configuration not stated)	0.4	-2.0	-2	x	-28	4	-0.7	1	-6
CCc1ccc(OCC(=O)NNCC(=O)Nc2ccc(OC)cc2)cc1	0.2	0.8	2	0.0	15	-4	6.4	1	3
Cc1c(C#N)c(O)n(CCO)c(=O)c1N=Nc1ccc2c(c1)COC2=O	0.0	-2.9	2	-0.6	0	10	-0.2	-3	-7
NC(=O)NNc1cccc(Cl)n1	-2.2	-1.9	1	0.9	-4	-1	0.2	-4	-5
O=C(C=Cc1cccc(Cl)c1)c1ccccc1	1.2	-2.8	3	1.2	-6	3	0.8	5	17
O=[N+]([O-])c1ccc(Cl)c(S(=O)(=O)/N=C(/c2ccccc2)N2CCOCC2)c1	-1.0	-0.6	-1	0.4	0	22	-0.3	-29	7
Cc1cccc(C(=O)Nc2ccccc2NC(=O)c2cccc(C)c2)c1	2.7	-3.7	1	1.3	7	-2	-2.9	4	14
O=C(NN1C(=O)c2ccccc2NC12CCCCC2)c1ccccc1	1.0	-1.9	-4	3.0	-1	-27	-0.2	-2	4
COc1ccc(OCC#CCN2CCC(C)CC2)cc1	0.9	-1.9	0	1.1	2	-3	-0.1	2	-3
COCCCNCC(=O)c1c(N)n(Cc2ccccc2)c(=O)n(C)c1=O	0.0	-0.3	-6	x	2	-1	1.8	3	5
Cc1oc(-c2ccccc2F)nc1CS(=O)(=O)CC(=O)N1CCCCCC1	-2.1	0.1	-10	-0.3	-13	-3	-1.2	-3	16
NS(=O)(=O)c1ccc(NC(=O)CSc2ccccn2)cc1	0.0	-2.0	-13	x	-6	5	-1.9	6	-4

# Compound profiles, as listed above. Values in the order: PfHsp40 rescue, FadD28 binding, Anthrax LF prot, TcdB GH inh, BoNT F protease, CCHF vOTU inh, BoNT-A LC inh2, PrPC surface inh, Yp Topo-I inh
# `Cc1ccc2nsnc2c1S(=O)(=O)N1CCN(C(=O)C2CCCO2)CC1` (configuration not stated) in the list: 1.3, -0.7, -2, x, 7, 19, 0.2, -34, 0
# `COCCOC(=O)C1=C(C)NC2=C(C(=O)CC(C)(C)C2)C1c1cc2c(cc1Br)OCO2` (configuration not stated) in the list: 1.6, -4.0, 6, x, -8, 17, 1.4, 2, 8

# The list goes on:
mol	PfHsp40 rescue	FadD28 binding	Anthrax LF prot	TcdB GH inh	BoNT F protease	CCHF vOTU inh	BoNT-A LC inh2	PrPC surface inh	Yp Topo-I inh
C#CCNC(=O)C1=C[C@H](c2ccc(C(F)(F)F)cc2)C[C@H](OCCCCO)O1	0.4	-4.9	-3	1.1&2.8	-3	-11	-0.7	0	7
O=C(COC(=O)c1cc(S(=O)(=O)N2CCOCC2)ccc1Cl)NCc1ccco1	1.2	-3.3	u	2.0	-5	-11	-2.7	2	5
COc1ccc2cc(C)c3nnc(SCc4cccnc4)n3c2c1	1.0	-0.8	-3	3.0	2	13	-1.8	4	5
CCc1ccc(O)c(N=Cc2ccccc2O)c1	0.2	-3.6	2	1.5	-5	-18	0.6	-6	-7
CCC(C)(C)n1nnnc1CN1CCC(NC(=O)c2ccccc2C)CC1	0.6	0.0	-10	x	-7	-2	-0.5	4	1
CCN(CC)S(=O)(=O)c1ccc(N2CCCCC2)c(NC(=O)/C=C/c2cc(OC)c(OC)c(OC)c2)c1	-0.6	-3.2	0	2.1	-3	9	0.2	-3	-2
CC(C)OCCCNC(=O)c1cc(S(=O)(=O)N2CCCCC2)c[nH]1	0.3	1.1	-5	-0.1	-5	2	-0.4	-4	-4
CN(C)S(=O)(=O)c1cc(NC(=O)CN2CCCc3ccccc32)ccc1Cl	0.5	-4.9	u	0.5	u	2	u	12	-6
CCOC(=O)c1cc(-c2ccccc2)nn1Cc1cc(CC)no1	0.7	-1.3	1	-0.2	-5	9	-0.2	12	46
N#Cc1nc(COc2cccc(Cl)c2)oc1N1CCN(c2ccccc2)CC1	-1.0	-4.6	-1	1.0	-1	x	-0.7	x	23
O=C(O)CCCCCNC(=O)Cn1nnc2ccccc2c1=O	-1.3	-1.4	-1	0.3	-6	-5	-3.2	1	4
C=C(C)C(=O)Nc1cccnc1Oc1ccc(F)cc1F	0.5	-0.2	-10	0.0	-6	-3	-1.0	-1	-5
CC(NC(=O)c1ccc(CS(C)(=O)=O)cc1)c1cccc2ccccc12 (configuration not stated)	1.4	-2.7	7	0.5	-3	4	0.2	0	9
COc1c(C)cc(NC(=O)c2ccc3c(c2)NC(=O)CO3)cc1C	-0.7	-2.6	2	6.4	1	-15	-0.8	-3	9
COc1ccc(NC(=O)c2cc3ccccc3o2)cc1	-1.1	-2.6	-5	x	-6	0	0.1	-1	1
Cc1ccccc1NC(=O)/C(=C\c1cccs1)NC(=O)c1ccccc1	-0.6	-1.6	-5	x	1	-3	-0.1	-10	-2
Cc1cccc(NC(=O)CSc2nnc(-c3ccncc3)n2CC2CCCO2)c1 (configuration not stated)	0.7	-2.9	-4	-13	2	14	1.7	60*	0
Cc1ccc2nc(SCc3cccc([N+](=O)[O-])c3)nc(C)c2c1	-0.5	-3.4	-2	x	-4	7	-0.2	-6	4
CCCCCCN1C[C@H](O)[C@@H](n2cc(C3CC3)nn2)C[C@@H]1c1ccc(C)cc1	x	-1.6	1	2.0	-6	20	-0.8	1	13
Cc1ccccc1N(CC(=O)N/N=C/c1ccc(F)cc1)C(=O)c1ccccc1	17	-0.5	-2	x	-1	-5	-0.9	-2	6
Cc1ccccc1-c1ccc(C(=O)Nc2cccc(F)c2)o1	12	-4.1	-2	2.5	-9	11	-0.1	7	5
O=C(NC(Cc1ccccc1)C(=O)O)/C(=C\c1cccc([N+](=O)[O-])c1)NC(=O)c1ccco1 (configuration not stated)	-1.0	-1.2	-3	0.7	-1	3	-1.5	-15	-3
CC(C)n1c(Nc2ccccc2)nc2ccccc21	-0.9	-2.9	x	x	x	5	x	1	-8
COc1c(C)cc(Br)cc1C(=O)Nc1ccc(Cc2ccncc2)cc1	2.8	-6.4	-3	1.3	-6	7	-0.9	10	42

# Bioassay records deposited in PubChem by several laboratories.
